NPSR antagonist = blocks cAMP signaling of the human neuropeptide S receptor | Q6W5P4 | CHO-NPSR cells, cAMP TR-FRET, antagonist mode | Potency, µM (series often up to 38.3 µM), without a hit: at the highest dose activity change, negative = inhibition, hits mostly inhibitors | actives 1% (n = 220,000); further: potency means the concentration at half of the fitted maximal effect; on the % scale 0 is the no-effect control and ±100 the full control effect; nearly all actives have a fitted effect of over 50% in size; many of its hits are not listed in these tables
Target sequence (Q6W5P4 whole entry, looked up): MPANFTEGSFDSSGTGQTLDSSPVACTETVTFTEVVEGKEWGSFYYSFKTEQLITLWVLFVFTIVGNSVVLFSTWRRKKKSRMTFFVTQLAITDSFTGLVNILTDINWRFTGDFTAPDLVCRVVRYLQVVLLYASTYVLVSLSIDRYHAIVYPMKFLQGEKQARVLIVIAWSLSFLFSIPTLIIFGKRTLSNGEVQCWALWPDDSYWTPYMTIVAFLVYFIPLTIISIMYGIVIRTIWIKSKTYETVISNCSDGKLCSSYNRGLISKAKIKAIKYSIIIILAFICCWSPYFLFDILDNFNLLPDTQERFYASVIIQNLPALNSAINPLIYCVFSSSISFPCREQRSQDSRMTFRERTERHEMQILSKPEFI
L3MBTL1 inh = inhibitors of human L3MBTL1. Q9Y468. AlphaScreen L3MBTL1–H3K9me1 peptide binding. Potency, µM (titrated, usually from 57.1 µM), inactives show at the top dose activity, negative = inhibition, hits mostly inhibitors. actives 0.66% (n = 230,000). AID 485360; further: potency means the concentration at half of the fitted maximal effect; on the % scale 0 is the no-effect control and ±100 the full control effect; nearly all actives have a fitted effect of over 60% in size
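Displacement of a biotinylated histone H3(1-15) peptide monomethylated at Lys9 (75 nM) from L3MBTL1 (50 nM) was measured by AlphaScreen after a 30 min room-temperature compound incubation; cefsulodin titration served as intraplate control.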
KinaseGlo FLuc = blocks Kinase-Glo luciferase, a counter-screen artifact | Q27757 | Kinase-Glo luciferase, ATP luminescence, 8 min | Potency, µM (top dose mostly 38.3 µM), for the others: at the top dose activity change, negative = inhibition, usual class: inhibitors | actives 0.28% (n = 200,000); further: potency means the concentration at half of the fitted maximal effect; on the % scale 0 is the no-effect control and ±100 the full control effect; nearly all actives have a fitted effect of over 60% in size
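Luminescence was the read-out, taken after 8-minute incubation at ambient temperature. Luciferase turned over luciferin with 10 uM ATP in imidazole pH 7.2 buffer containing KCl, MgCl2, Tween 20 and BSA.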
Epigenetic reg = regulators of epigenetic silencing causing reporter derepression in mouse cells | AID 1865 | actives 0.2% (n = 280,000) | Potency, µM (doses to about 53.9 µM), without a hit: at the highest dose GFP activation, usual class: activators | murine LDR cells, GFP reporter derepression, 30 h; further: potency means the concentration at half of the fitted maximal effect; % of control where 0% means no effect; nearly all actives have a fitted effect of over 60% in size
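GFP-positive cell count by laser-scanning cytometry (objects 20–120 um) after 30 h, 37 C compound exposure of murine LDR cells; reporter is CMV-GFP integrated at a silenced locus, inducible by HDAC or DNMT inhibitors.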
IMPase Li inh = cell-permeable IMPase inhibitors with lithium potentiation. CHO-M1 cells, IP1 TR-FRET (IP-One), carbachol + lithium. Potency, µM (doses to about 59.4 µM), without a hit: at the highest dose activity, negative = IMPase inhibition, actives largely listed as inhibitors. actives 0.35% (n = 210,000). AID 1457;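 further: IP1 builds up when IMPase is blocked and the TR-FRET signal falls; potency means the concentration at half of the fitted maximal effect; plate controls were basal vehicle for no effect and high inhibitor control for full effect; nearly all actives have a fitted effect of over 50% in size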
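CHO-M1, 2000 cells/well, 16–30 h culture; cpd + low Li+, 30 min 37C; lysis with d2-IP1/Eu-anti-IP1 Ab, 10 min RT; TR-FRET 665/620 ratio and 620 channel; AC50 via Hill.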
HttQ103 aggreg = inhibitors of mutant huntingtin aggregate formation in PC12 cells | PC12 HttQ103-GFP aggregates, Acumen cytometry, 40 h | Potency, µM (top dose mostly 46.1 µM), without a hit: top-dose activity change, negative = inhibition, actives largely listed as inhibitors | actives 1.1% (n = 220,000); further: potency means the concentration at half of the fitted maximal effect; on the % scale 0 is the no-effect control and ±100 the full control effect; nearly all actives have a fitted effect of over 60% in size
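Using laser scanning cytometry, GFP-positive aggregates were counted after lysis of PC12 cells induced with 100 nM tebufenozide to express HTT exon 1 Q103–GFP. Compounds were tested in titration.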
CBFb RUNX1 block = blocks binding between human CBF-beta and RUNX1; AID 1477; 230,000 tested, under 10 active; Q01196+Q13951; AlphaScreen CBFb-His/RUNX1-biotin binding, biochemical; Potency, µM (highest dose often 59.8 µM), for the others: top-dose activity, negative = inhibition, hits mostly inhibitors; further: % of control where 0% means no effect
Target sequence (Q01196 whole entry, looked up): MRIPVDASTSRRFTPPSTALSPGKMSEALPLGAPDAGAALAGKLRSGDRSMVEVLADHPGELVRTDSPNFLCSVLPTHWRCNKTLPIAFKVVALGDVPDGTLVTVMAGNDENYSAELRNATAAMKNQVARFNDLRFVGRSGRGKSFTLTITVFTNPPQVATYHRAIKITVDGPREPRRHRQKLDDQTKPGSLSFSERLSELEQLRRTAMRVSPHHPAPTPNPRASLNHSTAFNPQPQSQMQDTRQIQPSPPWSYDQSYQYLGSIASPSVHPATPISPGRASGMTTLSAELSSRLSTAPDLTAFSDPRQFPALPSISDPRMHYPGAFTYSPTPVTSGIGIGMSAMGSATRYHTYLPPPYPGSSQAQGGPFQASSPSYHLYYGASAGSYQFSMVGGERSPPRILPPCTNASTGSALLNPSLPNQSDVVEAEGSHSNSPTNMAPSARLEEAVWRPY
Target sequence (Q13951 whole entry, looked up): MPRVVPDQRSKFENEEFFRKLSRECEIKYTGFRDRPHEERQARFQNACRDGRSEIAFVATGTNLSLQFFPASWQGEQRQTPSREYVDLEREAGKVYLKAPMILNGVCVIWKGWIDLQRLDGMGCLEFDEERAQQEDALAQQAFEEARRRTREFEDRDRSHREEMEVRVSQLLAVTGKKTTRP
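Room-temperature protein-protein interaction test with 30 nM each of His-tagged CBF-beta and biotinylated RUNX1, 15 min with compound, then 90 min with nickel plus streptavidin beads. Signal read in AlphaScreen mode.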
The depositor's hits bear a star; ? = inconclusive; . = not tested or not shown; & = joins results of further samples; [ ] = another dose, or the depositor's remark. The call rests on the fitted dose curve; in most records, active means well fitted curve in the direction sought with a large enough effect; inconclusive means small, poorly fitted or top-dose-only effect, or another doubt; inactive means no such curve, though single readings can be large; an effect the other way counts as inactive or inconclusive.

Below each compound: KinaseGlo FLuc	Epigenetic reg	HttQ103 aggreg	IMPase Li inh	CBFb RUNX1 block	NPSR antagonist	L3MBTL1 inh
> COc1ccc(-n2nc(C(=O)NCC(=O)NCc3ccc(F)cc3)c3ccccc3c2=O)c(OC)c1
  0%	3.2%	13%	?	-1%	-10%[46.1 µM]	4%
> Cn1cccc1/C=N/N1CCN(c2ccccn2)CC1
  -6%	-0.9%	4%	9%	9%	3%	-12%
> Cc1ncc([N+](=O)[O-])n1CCO
  2%	16%	8%&2%	0%&-8%&7%&-3%	15%	-43%&8%	-8%
> CCNc1[nH]c(=O)n(C)c(=O)c1N=O
  -2%	0.0%	-6%	4%[38.3 µM]	1%	-6%[46.1 µM]	7%
> CC(C)(C)C(=O)NC(=S)Nc1ccccn1
  1%	-1.5%	10%	1%	16%	-1%	0%
> Cc1cc(C(=O)N2CCc3c([nH]c4ccccc34)C2c2cccc(Cl)c2)nn1C (configuration not stated)
  -1%	-2.3%	-7%[9.22 µM]	26%	1%	?	-17%
> Cc1cn2c(nc(=O)c3cccnc32)s1
  -1%	-0.9%	4%	2%	2%	5%	9%
> CN(C)C(=O)CN1C(=O)C2CC=C(Cl)CC2C1=O (configuration not stated)
  1%	-4.1%	8%[9.22 µM]	-2%[38.3 µM]	6%	0%[46.1 µM]	2%
> O=C1c2ccccc2C(=O)N1c1nc(-c2cccs2)cs1
  -4%	-2.0%	-30%	28%[38.3 µM]	2%	-24%[46.1 µM]	-6%
> O=S(=O)(/N=C(/Nc1ccccn1)c1ccc(Cl)cc1)c1ccc(Cl)cc1
  -2%	0.0%	-5%	2%	16%	12%	13%
> N#Cc1cc([N+](=O)[O-])ccc1N1CCCC1
  1%	7.4%	-5%	-11%	3%	15%	-2%
> Cc1c(Cl)cnc(NC(=O)COC(=O)c2ccc3c(c2)OCO3)c1Cl
  3%	5.8%	-3%	-1%	-6%	3%	-19%
> CC(=O)c1ccc(OCC(O)CN(C)Cc2cccs2)cc1 (configuration not stated)
  -3%	0.8%	22%	16%[38.3 µM]	4%	-18%[46.1 µM]	-15%
> COc1ccc(N(CC(=O)NCCC2=CCCCC2)S(=O)(=O)c2ccccc2)cc1
  .	2.9%	19%[9.22 µM]	.	8%	-45%	.
> OCCCCNCc1cc(Br)ccc1OCc1ccccc1
  4%	-1.0%	-3%	12%	1%	2%	-1%

Single records, as listed above. Values in the order: KinaseGlo FLuc	Epigenetic reg	HttQ103 aggreg	IMPase Li inh	CBFb RUNX1 block	NPSR antagonist	L3MBTL1 inh
Record of O=S(=O)(/N=C(/Nc1ccccn1)c1ccc(Cl)cc1)c1ccc(Cl)cc1 : -2%	0.0%	-5%	2%	16%	12%	13%
Record of Cn1cccc1/C=N/N1CCN(c2ccccn2)CC1 : -6%	-0.9%	4%	9%	9%	3%	-12%
Record of COc1ccc(N(CC(=O)NCCC2=CCCCC2)S(=O)(=O)c2ccccc2)cc1 : .	2.9%	19%[9.22 µM]	.	8%	-45%	.
Record of O=C1c2ccccc2C(=O)N1c1nc(-c2cccs2)cs1 : -4%	-2.0%	-30%	28%[38.3 µM]	2%	-24%[46.1 µM]	-6%
Record of COc1ccc(-n2nc(C(=O)NCC(=O)NCc3ccc(F)cc3)c3ccccc3c2=O)c(OC)c1 : 0%	3.2%	13%	?	-1%	-10%[46.1 µM]	4%

More structures.
Below each compound: KinaseGlo FLuc	Epigenetic reg	HttQ103 aggreg	IMPase Li inh	CBFb RUNX1 block	NPSR antagonist	L3MBTL1 inh
> CC(=O)Nc1cccc(Oc2ncccc2[N+](=O)[O-])c1
  .	2.0%	-14%[9.22 µM]	.	4%	12%	.
> Cc1cc(C)c(NC(=O)c2cc(C(=O)O)ccc2C(=O)O)c([N+](=O)[O-])c1
  2%	5.9%	7%	-9%	-1%	14%	.
> O=C(N/N=C/c1ccc(O)cc1)Nc1cccc2nsnc12
  -2%	0.0%	-15%[9.22 µM]	25%	10%	43%	10%
> Clc1ccc(CSc2snnc2-c2ccccc2)cc1
  4%	-0.9%	3%	8%	?	-22%[46.1 µM]	94%[activator]
> CC(C)CCNC(=O)C(c1ccco1)N(C(=O)Cn1nnc2ccccc21)c1ccc2c(c1)OCO2 (configuration not stated)
  1%	0.0%	-8%	24%	11%	-12%[46.1 µM]	-5%
> COc1ccccc1Cn1c(=S)[nH]c2cc(C(=O)NCCN3CCOCC3)ccc2c1=O
  .	-3.4%	28%	.	10%	-28%[46.1 µM]	-23%
> CCOC(=O)CNc1nc(-c2ccncc2)nc2ccccc12
  1%	-1.0%	-15%	13%[38.3 µM]	2%	-15%[46.1 µM]	.
> Nc1cc(=O)[nH]c(SCC(=O)NC2CCCc3ccccc32)n1 (configuration not stated)
  .	-2.6%	12%[9.22 µM]	.	-1%	8%	.
> FC(F)(F)C1CC(c2cccs2)Nc2ncnn21 (configuration not stated)
  -8%	8.7%	2%	-8%[38.3 µM]	2%	-12%[46.1 µM]	5%
> COC(=O)c1ccc(CN2CCN(CCCc3ccccc3)C(CCO)C2)cc1 (configuration not stated)
  .	1.5%	-5%	.	11%	23%	-7%
> C[C@H]1[C@H](C)CC[C@]2(C)CC[C@]3(C)C(=CC[C@@H]4[C@@]5(C)CC[C@@H](O)[C@](C)(C(=O)O)[C@@H]5CC[C@]43C)[C@H]12
  .	-3.2%	-31%[9.22 µM]	.	3%	12%	.
> CCn1c(=S)sc2c(=O)n(-c3ccccc3)c(=S)[nH]c21
  .	-0.2%	-2%	6%	2%	17%	.
> CCCCOC(=O)Cn1c(=N)n(CCN(CC)CC)c2ccccc21
  -2%	-1.0%	19%	32%[activator][38.3 µM]	3%	3%[46.1 µM]	.
> Cc1ccc(Nc2nc(=O)c3cccnc3s2)cc1
  -19%	-0.9%	13%	21%[38.3 µM]	1%	-6%[46.1 µM]	2%
> Cn1c(=O)c2nc(-c3ccc(Cl)cc3Cl)oc2c2ccccc21
  0%	-1.0%	-18%	-2%	4%	-17%[46.1 µM]	-1%

Two compounds picked at random from those above:
Below each compound: KinaseGlo FLuc	Epigenetic reg	HttQ103 aggreg	IMPase Li inh	CBFb RUNX1 block	NPSR antagonist	L3MBTL1 inh
> CC(=O)Nc1cccc(Oc2ncccc2[N+](=O)[O-])c1
  .	2.0%	-14%[9.22 µM]	.	4%	12%	.
> O=C1c2ccccc2C(=O)N1c1nc(-c2cccs2)cs1
  -4%	-2.0%	-30%	28%[38.3 µM]	2%	-24%[46.1 µM]	-6%

Following part
Below each compound: KinaseGlo FLuc	Epigenetic reg	HttQ103 aggreg	IMPase Li inh	CBFb RUNX1 block	NPSR antagonist	L3MBTL1 inh
> CCOC(=O)c1c(N=CN(C)C)c(C#N)c2n1CCCC2
  1%	0.0%	-15%	-7%	-6%	6%[46.1 µM]	-1%
> CC(=O)NC(NC(=S)Nc1cccc(Br)c1)C(Cl)(Cl)Cl (configuration not stated)
  .	-1.0%	0%[9.22 µM]	.	1%	-7%	-2%
> COC(=O)c1ccc(NC(=S)N2CCN(C)CC2)cc1
  7%	1.9%	-5%	-1%	11%	13%	0%
> CCOC(=O)C1=C(N)n2c(s/c(=C\c3ccco3)c2=O)=C(C(=O)OCC)C1c1ccco1 (configuration not stated)
  -4%	0.0%	?	6%[38.3 µM]	?	-20%[46.1 µM]	-3%
> O=C(CSc1n[nH]c(=O)[nH]c1=O)N/N=C/c1ccccc1O
  1%	0.0%	10%	-4%	-24%	3%	2%
> NC(=O)c1ccccc1NC(=O)/C=C/C(=O)O
  7%	-1.8%	10%[9.22 µM]	20%[38.3 µM]	5%	2%[46.1 µM]	.
> O=C(COC(=O)CCC(=O)c1ccc(F)cc1)NCc1ccco1
  3%	0.0%	-2%	4%	7%	-1%	-9%
> Cc1cc(-n2ccnc2)n2c(nc3ccccc32)c1C#N
  -2%	-3.8%	-12%	6%[38.3 µM]	-1%	2%[46.1 µM]	.
> CCCc1cc(=O)[nH]c(SCC(=O)Nc2ccc3c(c2)CCC3)n1
  1%	3.2%	11%[9.22 µM]	-7%	-1%	7%	5%
> Cc1ccc(C)c(NC(=O)CSc2nc(N)c(NC(=O)c3cccs3)c(=O)[nH]2)c1
  1%	-2.5%	-2%	-1%	2%[2.36 µM]	2%	-6%
> COc1ccc(CN(C)CC(=O)Nc2ccccc2C(F)(F)F)cc1
  1%	?	9%	8%	-1%	-31%	20%
> Cc1ccc(NC(=O)CN2C(=O)N/C(=C\c3cccn3-c3cccc(C(=O)O)c3)C2=O)cc1
  5%	-2.7%	26%	2%	.	-5%	10µM*
> O=C(CSc1ccccc1C(=O)NCCCN1CCCC1=O)NCc1ccco1
  1%	-0.8%	2%	-4%[38.3 µM]	3%	0%[46.1 µM]	6%
> CN1CCN(c2ccccc2NC(=O)c2ccc([N+](=O)[O-])cc2Cl)CC1
  3%	-3.2%	16%	14%	3%	-21%	-21%
> Cc1cc(F)ccc1N1CCC(N2CCN(C(C)C)C(CCO)C2)CC1 (configuration not stated)
  .	-0.1%	1%[9.22 µM]	5%	16%	-1%	-6%
> NC(=S)NN=C1c2cc(S(=O)(=O)N3CCOCC3)ccc2-c2ccc(S(=O)(=O)N3CCOCC3)cc21
  2%	1.0%	-3%	4%	-24%	-11%	-8%
> COc1cccc(C2C3=C(CCCC3=O)NC3=C2C(=O)c2ccccc23)c1 (configuration not stated)
  -3%	0.0%	8%[9.22 µM]	17%	?	9%	?
> COCCCNC(=O)c1cc(C)nn1-c1ccccc1
  .	-2.8%	-2%[9.22 µM]	.	5%	15%	.
> NC(=O)CC1NC(=O)c2ccccc21 (configuration not stated)
  0%	-4.4%	4%	-2%[38.3 µM]	2%	12%[46.1 µM]	2%
> CC(C)(C)n1nnnc1C(c1cccs1)N1CCN(Cc2ccccc2)CC1 (configuration not stated)
  -1%	1.1%	20%	29%[38.3 µM]	9%	-8%[46.1 µM]	.
> CC(C)(C)OC(=O)N1CCC[C@H]1c1nnc(SCc2cccc(Cl)c2)o1
  .	0.9%	-23%[9.22 µM]	.	16%	-25%	7%
> Clc1ccc(Cn2nc(-c3ccccc3)nc2-c2ccccc2)cc1
  -5%	0.0%	32%	16%	?	-29%	24%
> O=C(CSc1nnc(-c2ccccc2)n1-c1ccc(Cl)cc1)N/N=C/c1ccco1
  0%	-1.0%	3%	-2%	-1%	-2%	-2%

Some entries already given, reduced to CBFb RUNX1 block and KinaseGlo FLuc.
structure	CBFb RUNX1 block	KinaseGlo FLuc
Cc1ccc(C)c(NC(=O)CSc2nc(N)c(NC(=O)c3cccs3)c(=O)[nH]2)c1	2%[2.36 µM]	1%
COc1ccc(CN(C)CC(=O)Nc2ccccc2C(F)(F)F)cc1	-1%	1%

Compound activity: PubChem BioAssay, National Center for Advancing Translational Sciences (NCATS)

These rows are one share of the data (hit frequency here may not be typical).
